# 14-3-3 Bad PPI – inhibitors of 14-3-3 zeta/Bad binding, primary screen, biochemical, TR-FRET, bovine 14-3-3 zeta. AID 781, 2007. TR-FRET 14-3-3zeta/Dy647-pBad peptide displacement, 1 h. 14-3-3 protein zeta/delta (Bos taurus), P63103. 0.71% of 220,000 active. inhibition, % at 21.7 µM;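 active = inhibition above about 70%, limit read from the data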;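 note: 0% = full 14-3-3 plus peptide FRET controls and 100% = background without 14-3-3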
# Hck Nef HTS – inhibitors of Nef-activated human Hck kinase, primary screen, biochemical, Z-Lyte FRET, 384-well, Hck-YEEI | Tyrosine-protein kinase HCK (Homo sapiens), P08631 | Recombinant Hck-YEEI plus Nef, Z-Lyte FRET kinase assay | inhibition, % at 20 µM | 0.68% of 220,000 active | AID 463187, 2010;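 active = Hck-Nef kinase inhibition above about 50%, limit read from the data; inactive = inhibition below that limit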;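 note: 0% = DMSO with Hck plus Nef and 100% = Hck alone without Nef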
# Mdm2 ligase inh – MDM2-luciferase reporter signal enhancers, primary screen, MDM2 E3 ligase inhibitor project, cell-based, luminescence, 1536-well. 0.11% of 210,000 active. signal enhancement, % at 5 µM. cell-based MDM2 ubiquitination luciferase reporter, 2 h; 0 = plate control, 100 = twice control, blank-subtracted;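 active = signal enhancement of 30% or more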;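 note: luminescence tracks abundance of the self-degrading MDM2-luciferase fusion protein; higher signal means inhibition of MDM2 E3 ligase activity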
#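 Timing – 2 h compound exposure at 37 °C · Assay system – mammalian cells stably expressing self-ubiquitinating, self-degrading MDM2 E3–luciferase fusion · Amount – 2000 cells seeded into each well · Measure – % luminescence enhancement versus blank-corrected plate control mean · Measured by – SteadyLite luminescence, 15 min reagent step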
# p47phox inh – p47phox/p22phox peptide binding inhibitors, primary screen, biochemical, uHTS, NADPH oxidase regulatory subunit; inhibition, % at 24.7 µM; Neutrophil cytosol factor 1 (Homo sapiens), P14598; fluorescence polarization, 2 h; 0.53% of 220,000 active;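 active = inhibition above about 30%, limit read from the data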;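 note: 0% = p47phox with labelled peptide and 100% = labelled peptide alone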
# Target sequence (P14598 whole entry, looked up): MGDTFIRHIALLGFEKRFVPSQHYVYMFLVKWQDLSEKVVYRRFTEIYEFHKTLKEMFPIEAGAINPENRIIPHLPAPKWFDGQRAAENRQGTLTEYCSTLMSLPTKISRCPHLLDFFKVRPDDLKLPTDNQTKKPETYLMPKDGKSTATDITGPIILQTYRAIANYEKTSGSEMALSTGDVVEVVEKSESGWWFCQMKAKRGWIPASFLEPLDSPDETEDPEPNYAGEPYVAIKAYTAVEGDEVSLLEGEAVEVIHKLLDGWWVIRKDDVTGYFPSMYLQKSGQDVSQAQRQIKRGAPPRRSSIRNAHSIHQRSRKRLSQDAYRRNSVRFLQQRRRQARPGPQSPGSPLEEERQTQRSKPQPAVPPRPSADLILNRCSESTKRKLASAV
# zVAD death inh – inhibitors of zVAD-triggered necroptosis, primary screen, L929 cells | viability rescue, % at 10 µM | L929 zVAD necroptosis rescue, ATP luminescence, 24 h; with zVAD 60 µM | 0.38% of 220,000 active;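 active = activation, scaled between plate controls, above about 75%, limit read from the data; inactive = activation under that limit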;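 note: 0% = zVAD with DMSO and 100% = DMSO alone without zVAD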
# Runt-SMMHC FRET – inhibitors of RUNX1 Runt–CBFb-SMMHC binding, primary screen, biochemical, FRET, Cerulean-Runt, Venus-CBFb-SMMHC, uHTS | Cerulean-Runt/Venus-CBFb-SMMHC FRET ratio 530/480, 1 h | inhibition, % at 20 µM | 0.74% of 220,000 active | AID 1434, 2008;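 active = mean inhibition across duplicate retests at 20 µM reaching about 50%, limit read from the data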;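 note: 0% = DMSO wells and 100% = wells with excess untagged CBFb-SMMHC; inhibitors lower the FRET ratio by blocking Runt binding to CBFb-SMMHC; some results filed as inactive read as strong as hits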
# Target sequence (Q01196 whole entry, looked up): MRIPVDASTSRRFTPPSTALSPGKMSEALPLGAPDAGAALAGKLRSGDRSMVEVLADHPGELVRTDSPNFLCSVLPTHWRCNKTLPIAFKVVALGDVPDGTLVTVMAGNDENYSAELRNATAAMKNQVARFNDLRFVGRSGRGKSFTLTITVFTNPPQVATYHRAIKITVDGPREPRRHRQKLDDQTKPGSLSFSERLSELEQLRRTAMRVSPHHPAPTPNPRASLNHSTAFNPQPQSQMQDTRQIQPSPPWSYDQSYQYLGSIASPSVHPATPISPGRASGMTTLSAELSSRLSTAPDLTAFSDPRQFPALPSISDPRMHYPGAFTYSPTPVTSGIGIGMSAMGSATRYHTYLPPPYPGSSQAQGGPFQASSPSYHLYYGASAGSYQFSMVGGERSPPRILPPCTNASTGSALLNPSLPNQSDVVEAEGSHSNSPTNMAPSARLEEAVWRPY
# Target sequence (Q13951 whole entry, looked up): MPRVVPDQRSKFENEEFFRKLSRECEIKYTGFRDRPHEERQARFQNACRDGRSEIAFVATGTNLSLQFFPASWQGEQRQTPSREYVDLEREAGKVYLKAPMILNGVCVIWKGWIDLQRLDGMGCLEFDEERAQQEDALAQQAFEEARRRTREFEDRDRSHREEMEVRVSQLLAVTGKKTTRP
# EBV gp42 inh – Epstein-Barr virus gp42 inhibitors, primary screen, biochemical, uHTS, fluorescence polarization. Fluorescence polarization binding assay, mP read-out. 0.42% of 220,000 active. AID 1085, 2008. inhibition, % (tested at 21.74 µM). Glycoprotein 42 (Epstein-Barr virus (strain AG876)), Q1HVG2; in the data active = inhibition above about 50%
# Tb hexokinase – Trypanosoma brucei hexokinase 1 inhibitors, primary screen, biochemical, G6PDH-coupled NADH absorbance, MLSCN library | hexokinase 1 [Trypanosoma brucei] | recombinant TbHK1, G6PDH-coupled NADH A340 | inhibition, % at 10 µM | 0.11% of 220,000 active | AID 1430, 2008;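 active = inhibition of 50% or more in the single-dose primary screen; inactive = inhibition below 50%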
# Runt-CBFb FRET – inhibitors of RUNX1 Runt–CBFb binding, primary screen, biochemical, FRET, Cerulean-Runt, Venus-CBFb, uHTS; Cerulean-Runt/Venus-CBFb FRET ratio 530/480, 1 h; inhibition, % at 20 µM; 0.46% of 220,000 active;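 active = inhibition over about 50% at 20 µM in the single-dose screen, limit read from the data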;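 note: 0% = DMSO wells and 100% = excess unlabeled CBFb competitor control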
#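 test system = Cerulean-Runt domain fusion protein, energy donor | probe or stimulus = Venus-CBFb binding partner, 100 nM | incubation = two 1 h room-temperature incubations shielded from light | detection = fluorescence energy transfer, 422 nm excitation, 530/480 nm emission | measure = loss of energy transfer signal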
# The depositor's hits bear a star; / = no result given; [ ] = another dose, or the depositor's remark. An unsorted share of the library; any-hit rate near 3.2%.
Structure,EBV gp42 inh,Runt-CBFb FRET,Tb hexokinase,Hck Nef HTS,Runt-SMMHC FRET,zVAD death inh,14-3-3 Bad PPI,p47phox inh,Mdm2 ligase inh
CC(CCc1ccccc1)NC(=O)c1ccc(NC(=O)c2ccc(Cl)cc2Cl)cc1 (centres undefined),-2,2,1,1,4,15,6[fluorescence artefact?],-9,-3
Cc1ccc(/C=C2\SC(=S)N(CCCC(=O)NNC(=O)c3ccccc3O)C2=O)cc1,-62,-1,-22,12,-10,0.5,2,-58,2
CCOC(=O)c1c(NC(=O)CSc2nnc(-c3ccccc3C)n2C)sc(C(C)=O)c1C,-30,-8,-1,4,-8,-0.4,6,-39,-18
CN1CCN(C(=O)C(N)Cc2ccccc2)CC1 (centres undefined),-12,-2,-3,20,0,-0.2,-4,-9,-26
CCOC(=O)CSc1n[nH]c(NC(=O)c2cccc(C)c2)n1,-1,-3,0,-3,5,-0.4,12,10,-44
CCc1ccc(C(=O)CSc2n[nH]c(C)n2)cc1,-17,32,-3,3,7,0.8,10[fluorescence artefact?],-4,0
Cc1cccc(NC(=O)COc2ccc3oc4c(c3c2)CCCC4)n1,-29,0,-5,-19,3,-0.7,3,-5,-12
O=C(/C=C/Nc1ccc(F)c(F)c1)c1cccs1,-7,2,-10,2,9,1.3,-6,-15,-27
O=C(NCc1cc(C(F)(F)F)cc(C(F)(F)F)c1)C1CC(c2cccc(F)c2)=NO1 (centres undefined),-15,-1,1,26,-7,-0.1,-3,-5,11
C=CCSc1nnc(CSc2nc3sc4c(c3c(=O)[nH]2)CCCC4)n1-c1ccccc1,2,-4,9,1,-1,0.5,-11[fluorescence artefact?],-12,-10
COc1ccc2c(c1)/C(=N/N1C(=O)c3ccccc3C1=O)C(=O)N2,6,-1,-5,5,-7,1.1,-6,0,-12
Cn1c(N2CCCCC2)nc2c1c(=O)[nH]c(=O)n2C,-4,-3,6,0,2,1.5,10,-11,-15
CCCc1nc2ccccc2c(=O)n1/N=C/c1ccccc1O,3,6,-15,-1,7,0.1,-5,9,-20
Cc1csc2ncnc(N3CCN(C(=S)Nc4ccc(F)cc4F)CC3)c12,-5,0,-2,-8,-1,0.6,2,-5,-20
N/C(=N\OC(=O)Cc1ccccc1[N+](=O)[O-])c1ccncc1,-24,0,33,3,2,-0.6,-20,-3,-9
Cc1cc(C)nc(N/C(=N\S(=O)(=O)Cc2ccccc2)Nc2ccc(F)c(Cl)c2)n1,2,-2,-8,5,0,0.9,1,-4,-8
Cc1ccccc1NC(=O)N1CCc2ccccc2C1,-16,-1,7,28,1,0.1,-5,-4,-2
Nn1nnc2ccccc21,-10,2,-9,21,-3,-0.8,0,0,8
Cc1ccc(C)c(NC(=O)COC(=O)CCc2ccc(S(=O)(=O)N3CCOCC3)cc2)c1,-6,2,-7,-1,0,1.5,-11,-3,4
CCCCc1ccc(NC(=O)COc2ccc(C(=O)Nc3ccccc3OC)cc2)cc1,-17,-1,28,-2,2,72,3,-4,-19

# One compound at a time (already shown). Order of screens: EBV gp42 inh | Runt-CBFb FRET | Tb hexokinase | Hck Nef HTS | Runt-SMMHC FRET | zVAD death inh | 14-3-3 Bad PPI | p47phox inh | Mdm2 ligase inh
# `COc1ccc2c(c1)/C(=N/N1C(=O)c3ccccc3C1=O)C(=O)N2` is listed with 6 | -1 | -5 | 5 | -7 | 1.1 | -6 | 0 | -12
# `CC(CCc1ccccc1)NC(=O)c1ccc(NC(=O)c2ccc(Cl)cc2Cl)cc1` (centres undefined) is listed with -2 | 2 | 1 | 1 | 4 | 15 | 6[fluorescence artefact?] | -9 | -3
# `N/C(=N\OC(=O)Cc1ccccc1[N+](=O)[O-])c1ccncc1` is listed with -24 | 0 | 33 | 3 | 2 | -0.6 | -20 | -3 | -9
# `O=C(NCc1cc(C(F)(F)F)cc(C(F)(F)F)c1)C1CC(c2cccc(F)c2)=NO1` (centres undefined) is listed with -15 | -1 | 1 | 26 | -7 | -0.1 | -3 | -5 | 11
# `CCc1ccc(C(=O)CSc2n[nH]c(C)n2)cc1` is listed with -17 | 32 | -3 | 3 | 7 | 0.8 | 10[fluorescence artefact?] | -4 | 0

# The list continues:
Structure,EBV gp42 inh,Runt-CBFb FRET,Tb hexokinase,Hck Nef HTS,Runt-SMMHC FRET,zVAD death inh,14-3-3 Bad PPI,p47phox inh,Mdm2 ligase inh
O=S1(=O)N=C(Nc2ccc(N3CCOCC3)c(Cl)c2)c2ccccc21,2,0,-12,-1,-2,2.8,-5,-9,-7
O=C(CCCCCNC(=O)c1ccccc1)C[N+](=O)[O-],2,-3,-1,15,0,2.1,8,2,-11
O=C(OC(C(=O)NCc1ccco1)C(OC(=O)c1ccccc1)C(=O)NCc1ccco1)c1ccccc1 (centres undefined),10,-3,12,7,-3,0.1,-14,-5,-2
CCN(C(=O)c1cnc(OC)cc1C(F)(F)F)c1ccc(Cl)cc1,4,-1,-9,20,1,0.5,0,0,-7
Cc1ccc(NC(=O)COC(=O)CCC(=O)c2ccc(Cl)cc2)cc1S(=O)(=O)N(C)C,-14,-4,1,1,-5,0.5,2,-8,-7
COc1cccc(C2CCCN2Cc2nc(CC3CC3)no2)c1 (centres undefined),-12,0,-3,17,1,0.5,-3,4,-1
CSc1nc(N(C)C)c2ccccc2n1,-9,0,-13,1,-4,0.1,-4,-4,-4
COc1ccc(N(CC(=O)Nc2ccccc2C(=O)NCCc2ccccc2)S(C)(=O)=O)cc1OC,5,2,-12,9,2,-1.5,-4,-8,1
CS(=O)(=O)N(CC(=O)N1CCN(c2cccc(Cl)c2)CC1)C1CCCCC1,-21,-2,4,0,-7,0.7,6,-9,16
CSc1nnc(-c2cccn(Cc3ccccc3)c2=O)o1,-2,2,-26,-6,4,1.6,-3,6,2
COC(=O)c1c(C(=O)OC)c(-c2cccc(C)c2)n2c1CS(=O)C2 (centres undefined),-5,2,-3,20,-1,1.3,-19,-6,-23
O=C(NCc1cccnc1)c1nc(-c2ccc(C(F)(F)F)cc2)no1,10,-6,-1,-1,-7,-0.6,0,-10,-14
COc1ccc(C(NC(=O)/C=C/c2ccco2)c2ccc(OC)c(OC)c2)cc1 (centres undefined),0,14,-8,2,-2,0.9,-4[fluorescence artefact?],-10,/
NC(=O)COC(=O)/C=C/c1ccccc1[N+](=O)[O-],-5,-1,-3,-3,-3,4.5,0,-5,-17
CC(C)(C)c1ccc(S(=O)(=O)Nc2ccccn2)cc1,-22,0,6,29,-4,2.3,3,-7,-10
CCOC(=O)c1c(-c2ccc(C)c(C)c2)csc1NC(=O)C1CC=CCC1C(=O)O (centres undefined),-4,-4,-1,16,-4,0.9,12,-9,-17
COc1cc(OC)c(CN2CCC(CO)(CCOc3ccccc3)CC2)c(OC)c1,2,0,2,13,0,0.4,-7,6,-14
C=CCN1C(=O)C2(/C(=C(\O)c3ccc4c(c3)OCCO4)C(=O)C(=O)N2CCCOC)c2ccccc21 (centres undefined),6,0,-29,0,-7,-0.5,20,10,1
COc1ccc(-c2cc(C(F)(F)F)nc(SCC(=O)NCCCN3CCOCC3)n2)cc1,-4,-1,-23,20,-1,0.4,-10,-2,0
CN(C)c1ccc(CN(C(=O)COc2ccc(F)cc2)C2CCS(=O)(=O)C2)cc1 (centres undefined),-5,2,3,0,1,-0.5,-2[fluorescence artefact?],-11,-9
CCN(CC)CCNC(=O)Cn1ncc2ccccc2c1=O,-20,0,-4,26,0,-1.0,0,-4,3
Cc1ccc(C(=O)N2CCC(C(N)=O)CC2)cc1C,-10,0,-2,4,-8,-0.9,-7,1,4
O=C(c1cccn2c(=O)c3cc(Cl)ccc3nc12)N1CCOCC1,-7,5,-15,1,12,-0.2,/,2,3
O=C(COC(=O)CCc1c[nH]c2ccccc12)NCc1ccc(Cl)cc1,1,-3,0,1,1,0.6,3,-2,2
CC(NC(=O)c1ccccc1O)c1ccccc1 (centres undefined),-17,-1,-5,-1,2,1.1,-7[fluorescence artefact?],-10,/
NNC(=O)c1sc2nc(N3CCOCC3)c3c(c2c1N)CCCC3,-3,18,-44,22,3,2.6,-7,-12,1
O=[N+]([O-])c1ccc(NCCCN2CCOCC2)c([N+](=O)[O-])c1,-22,-1,-19,14,0,6.9,-2,-3,0
COc1cccc(C(=O)N/N=C(/CCC(=O)O)c2ccccc2)c1,7,-1,24,1,3,0.3,-8[fluorescence artefact?],4,2
Cc1cc(-c2nnc(CCC(=O)NC(C)c3ccc(F)cc3)o2)no1 (centres undefined),-5,0,10,12,-1,0.3,9,-1,-8
C#CCNC(=O)C1=C[C@@H](c2ccc(C(F)(F)F)cc2)[C@H](CCCO)[C@@H](OCC)O1,-11,-3,-2,20,-3,0.6,1,/,/

# Arranged by value in Hck Nef HTS (rising): 3 from the list above
Compound | Hck Nef HTS
CS(=O)(=O)N(CC(=O)N1CCN(c2cccc(Cl)c2)CC1)C1CCCCC1 | 0
O=C(/C=C/Nc1ccc(F)c(F)c1)c1cccs1 | 2
Cc1ccccc1NC(=O)N1CCc2ccccc2C1 | 28

# Additional compounds.
Structure,EBV gp42 inh,Runt-CBFb FRET,Tb hexokinase,Hck Nef HTS,Runt-SMMHC FRET,zVAD death inh,14-3-3 Bad PPI,p47phox inh,Mdm2 ligase inh
Nc1c(C(=O)OCC(=O)NCc2ccccc2)[nH]c(=O)[nH]c1=O,-2,-1,-25,-8,-6,0.6,-2,10,-14
O=C(c1ccc(S(=O)(=O)N2CCCCC2)cc1)N1CCN(CCN2C(=O)c3cccc4cccc(c34)C2=O)CC1,-8,-7,-7,-9,0,1.1,-5,-19,-14
CC(=O)c1ccccc1NS(C)(=O)=O,-11,0,-4,-23,-1,0.8,-3,0,14
COc1ccc(Cl)cc1NC(=O)c1ccco1,-14,-1,-6,1,-2,0.4,-13,-3,-17

# Part of the list above, set out differently:
# Below each compound: EBV gp42 inh	Runt-CBFb FRET	Tb hexokinase	Hck Nef HTS	Runt-SMMHC FRET	zVAD death inh	14-3-3 Bad PPI	p47phox inh	Mdm2 ligase inh
- COc1ccc(Cl)cc1NC(=O)c1ccco1
 : -14	-1	-6	1	-2	0.4	-13	-3	-17
- Nc1c(C(=O)OCC(=O)NCc2ccccc2)[nH]c(=O)[nH]c1=O
 : -2	-1	-25	-8	-6	0.6	-2	10	-14
- O=C(c1ccc(S(=O)(=O)N2CCCCC2)cc1)N1CCN(CCN2C(=O)c3cccc4cccc(c34)C2=O)CC1
 : -8	-7	-7	-9	0	1.1	-5	-19	-14

# Bioassay records: PubChem BioAssay, several laboratories
